Assay outcomes from PubChem.
AmpC inh no detg: inhibitors of E. coli AmpC beta-lactamase without detergent. P00811. AmpC nitrocefin hydrolysis, absorbance 480 nm, 0.0001% Triton. Potency, µM (titrated, usually from 57.1 µM), for inactives: at the highest dose activity change, negative = inhibition, actives largely listed as inhibitors. 330,000 tested, 0.52% active. AID 485341;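 also: potency is read from the fitted curve at half-maximal effect; plate controls were no compound for no effect and no enzyme for full effect; nearly all actives have a fitted effect of over 20% in size; some results filed as inactive show a strong effect at the top dose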
Target sequence (P00811 whole entry, looked up): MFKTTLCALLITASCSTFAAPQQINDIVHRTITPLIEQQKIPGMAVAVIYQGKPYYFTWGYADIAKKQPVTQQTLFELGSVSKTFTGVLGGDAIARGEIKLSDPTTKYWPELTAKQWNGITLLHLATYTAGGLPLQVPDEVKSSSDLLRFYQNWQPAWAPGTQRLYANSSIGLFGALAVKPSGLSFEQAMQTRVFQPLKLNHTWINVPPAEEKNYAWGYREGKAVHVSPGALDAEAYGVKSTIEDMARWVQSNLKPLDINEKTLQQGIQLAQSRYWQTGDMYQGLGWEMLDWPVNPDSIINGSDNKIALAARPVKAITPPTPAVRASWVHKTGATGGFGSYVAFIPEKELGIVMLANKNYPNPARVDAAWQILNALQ
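20 mM phosphate pH 7.0 + 0.01% (detergent screen) or 0.0001% Triton X-100; 5.3 nM AmpC reagent; cpd preinc 15 min RT; nitrocefin (800 uM stock) to start; A480 q20 s × 4 min; Activity was normalised to no-enzyme and no-compound control wells.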
HCMV inh: human cytomegalovirus inhibition; HFF cells, HCMV-luciferase reporter, 72 h; stronger effect = lower value; 410,000 tested, 4.5% active; activity change, negative = inhibition, % at 57.5 µM; in the data active = activity change below about -60%; inconclusive = no clear call, values can overlap the other calls; inactive = above about -39%
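Inhibition of viral replication was scored as loss of reporter luminescence in HFFs infected with HCMV-luciferase (MOI 1 PFU/cell) for 72 h; compounds tested at 2 doses, normalized to buffer and Salinomycin controls.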
HCV inh: blocks hepatitis C virus. 340,000 tested, 3.4% active. Potency, µM (titrated, usually from 41.8 µM), for the others: at the highest dose activity change, negative = inhibition, actives largely listed as inhibitors. Huh7.5.1 HCVcc-Cre infection, luciferase reporter, 44 h; also: potency is read from the fitted curve at half-maximal effect
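Infectious HCVcc-Cre (~0.5 moi) was added to cells just after compound, with cells seeded 4 h earlier at 1,000 per well. Luciferase activity after 44 h culture reported infection; substrate was incubated 15 min at room temperature before reading.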
Tb PYK inh: T. brucei pyruvate kinase inhibition | TbPYK enzyme, Kinase-Glo Plus ATP luminescence, 45 min | Potency, µM (highest dose often 76.8 µM), for the others: at the top dose activity, negative = inhibition, usual class: inhibitors | 410,000 tested, 0.12% active; also: potency is read from the fitted curve at half-maximal effect; nearly all actives have a fitted effect of over 50% in size
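Readout: single end-point luminescence (Kinase-Glo Plus, 10 min). Reaction conditions were TbPYK/substrate plus 130 uM ADP, 45 min at RT, pH 7.2 TEA buffer. No-enzyme wells served as controls, and data were normalized before concentration-response fitting.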
AMA1 RON2 block: disrupts binding of P. falciparum AMA1 to RON2 | AlphaScreen AMA1-biotinylated RON2 peptide binding | Potency, µM (top dose mostly 58.2 µM), without a hit: top-dose activity change, negative = inhibition, actives largely listed as inhibitors | 360,000 tested, 0.2% active | AID 720542;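 also: potency is read from the fitted curve at half-maximal effect; 0% = vehicle wells and -100% = peptide control; nearly all actives have a fitted effect of over 45% in size; some results filed as inactive show a strong effect at the top dose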
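AMA1 (3D7) with his tag at 25 nM final met compounds first, then biotinylated RON2 peptide at 25 nM; detection used donor plus acceptor beads, 10 µg/mL apiece, read by AlphaScreen after 30 min at room temperature.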
LmPK inh: blocks Leishmania mexicana pyruvate kinase activity; Q27686; purified LmPK, Kinase-Glo ATP luminescence, 1 h; Potency, µM (doses to about 57.5 µM), inactives show top-dose activity change, negative = inhibition, most hits filed as inhibitors; 290,000 tested, 0.37% active; also: potency is read from the fitted curve at half-maximal effect
Target sequence (Q27686 whole entry, looked up): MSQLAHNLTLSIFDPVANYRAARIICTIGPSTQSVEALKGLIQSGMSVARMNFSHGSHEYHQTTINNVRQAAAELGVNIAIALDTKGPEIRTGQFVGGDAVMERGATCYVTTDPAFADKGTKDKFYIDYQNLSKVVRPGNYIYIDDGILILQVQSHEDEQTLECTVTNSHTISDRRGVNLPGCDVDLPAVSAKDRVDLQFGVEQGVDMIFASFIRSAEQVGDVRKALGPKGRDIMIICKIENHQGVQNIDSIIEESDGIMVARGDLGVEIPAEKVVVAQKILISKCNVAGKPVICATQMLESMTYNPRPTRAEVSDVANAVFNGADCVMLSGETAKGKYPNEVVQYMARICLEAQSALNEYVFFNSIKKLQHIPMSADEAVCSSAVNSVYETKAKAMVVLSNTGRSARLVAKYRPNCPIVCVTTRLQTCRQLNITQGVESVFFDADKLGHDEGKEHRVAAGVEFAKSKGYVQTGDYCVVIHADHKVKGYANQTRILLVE
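qHTS format; LmPK 0.1 nM; substrates PEP 0.5 mM and ADP 0.1 mM. One-hour room-temperature incubation, then coupled luciferase luminescence; 0.5 nM enzyme wells mark activation.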
AmpC detergent: blocks E. coli AmpC beta-lactamase in detergent assay; AmpC hydrolysis of nitrocefin, absorbance 480 nm, 0.01% Triton; Potency, µM (series often up to 114 µM), inactives show top-dose activity change, negative = inhibition, usual class: inhibitors; 370,000 tested, 0.041% active; AID 485294;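 also: potency is read from the fitted curve at half-maximal effect; 0% = no-compound wells and -100% = no-enzyme wells; nearly all actives have a fitted effect of over 25% in size; some results filed as inactive show a strong effect at the top dose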
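20 mM phosphate pH 7.0 + 0.01% (detergent screen) or 0.0001% Triton X-100; 5.3 nM AmpC reagent; cpd preinc 15 min RT; nitrocefin (800 uM stock) to start; A480 q20 s × 4 min; Activity was normalised to no-enzyme and no-compound control wells.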
An asterisk follows results filed as active; ? = inconclusive; · = no result given; & = joins results of further samples; [ ] = dose if it differs, or a comment. Unless noted, calls follow the shape of the dose curve; as a rule, active = well fitted curve in the direction sought with a large enough effect; inconclusive = small, poorly fitted or top-dose-only effect, or another doubt; inactive = no such curve, though single readings can be large; an effect the other way counts as inactive or inconclusive. Unless noted, % is scaled to controls: 0 for no effect and ±100 for the full control effect.

Below each compound – AmpC inh no detg, HCMV inh, HCV inh, Tb PYK inh, AMA1 RON2 block, LmPK inh, AmpC detergent
1: COc1ccc(-c2csc(CCn3nc(C)cc3C)n2)cc1OC
→ 16%, 83, -7%, 4%, 13%, 0%, 1%
2: Cc1ccc(S(=O)(=O)N(CC(=O)NN=C2CCN(C)CC2)c2ccc(C(C)C)cc2)cc1
→ -5%, -34, 4%, 3%, 27%, 6%, 5%
3: Cc1ccc(S(=O)(=O)N(C)C)cc1NC(=O)COC(=O)/C=C/c1ccc2ccccc2n1
→ -1%, ?, -10%, -1%, -19%, ·, -25%
4: Cc1c(NC(=O)Nc2ccccc2Cl)c(=O)n(-c2ccccc2)n1C
→ -16%, -31, -2%, 0%, 0%, -10%, 12%
5: CN(C)S(=O)(=O)c1cccc(NC(=O)CCNC(=O)Nc2ccccc2)c1
→ -34%, -6, -3%, 0%, 12%, ·, ·
6: COc1ccccc1N(CC(=O)Nc1ccc(S(=O)(=O)N2CCCCC2)cc1)S(C)(=O)=O
→ 41%, -18, -3%, 1%, -7%, 4%, ?
7: Cc1noc(C)c1CSCC(=O)Nc1ccccc1N1CCCC1
→ ·, -37, -26%, -4%, 2%, ·, ·
8: Cc1ccc(OCC2Cn3c(nc4c3c(=O)n(C)c(=O)n4C)O2)cc1 (stereo not drawn)
→ -3%, 59, 4%, -17%, -1%, 0%, 0%
9: Cc1ccc(NC(=O)COC(=O)c2cc(Cl)ccc2[N+](=O)[O-])cc1
→ -28%, -4, 7%, -2%, -7%, 3%, 3%
10: CCOC(=O)N/N=C1\CCS(=O)(=O)c2ccc(Cl)cc21
→ -1%, 2, 8%, -5%, 5%, 0%, -1%
11: Cc1occc1-c1nnc(SCC(=O)c2c(N)n(Cc3ccccc3)c(=O)n(C)c2=O)n1C
→ -22%, -28, 5%, ·, -12%, 0%, -9%
12: Cc1ccc(S(=O)(=O)N(C)CC(=O)NNC(=O)CCC(=O)c2ccc(F)cc2)cc1
→ -12%, ?, 0%, 4%, 65%[activator], ·, ·
13: Cc1ccc(N2C(=O)C(CC(=O)Nc3cccc(F)c3)N(C3CC3)C2=O)cc1 (stereo not drawn)
→ -11%, -15, 2%, 2%, 3%, 10%, 2%
14: Cc1ccc2c(c1)c(=O)c(C(=O)c1ccc3c(c1)OCO3)cn2Cc1ccc(Cl)cc1
→ ·, -25, ·, -9%, ·, ·, -13%
15: O=C(NC1CCSc2ccccc21)c1ccccc1Br (stereo not drawn)
→ 100%[activator], 59, 12%, -2%, -16%, -6%, -2%
16: COc1ccc([C@@H]2[C@@H]3C(=O)N(C(C)(C)C)C(=O)[C@@H]3[C@]3(Cc4ccccc4)C(=O)N(c4ccc(C)cc4)C(=O)N23)cc1
→ 92%[activator], -23, -10%, 0%, 0%, ·, -3%
17: CNC(=O)c1snnc1-c1ccccc1
→ -1%, -17, -9%, -5%, -3%, 1%, 1%
18: CC1(C)CC(=O)C2=C(C1)OC(c1ccc(O)cc1)C(C#N)=C2N (stereo not drawn)
→ -20%, ?, 36%[activator], -4%, -2%, 0%, -2%
19: O=C(O)CC1S/C(=N/N=C/c2ccc([N+](=O)[O-])cc2)N(c2ccc(O)cc2)C1=O (stereo not drawn)
→ -45%, -4, -12%, 0%, -4%, 0%, -2%
20: O=C(/C=C/c1ccc(F)cc1)Nc1ccc2[nH]c(=O)[nH]c2c1
→ -42%, -18, 9%, 1%, -10%, 3%, -5%
21: O=C(Cn1c(=O)oc2ccccc21)N(Cc1ccccc1)C1CCS(=O)(=O)C1 (stereo not drawn)
→ -3%, -101*, 19%, ?, 7%, 3%, -18%
22: O=c1cnnc(N/N=C/C2CC=CCC2)[nH]1 (stereo not drawn)
→ -11%, -39, 10%, -4%, -4%, -3%, 3%
23: COc1cc(C(=O)NCc2nnc(SCC(=O)Nc3nccs3)o2)cc(OC)c1OC
→ -17%, 97, 16%, -11%, 29%, 12%, ?
24: Cc1nc2ccccc2c(=O)n1-c1ccc(Br)cn1
→ -16%, 203, 15%, 1%, -6%, -2%, -5%
25: COc1cc(C2c3c(oc4ccccc4c3=O)C(=O)N2c2ccccn2)cc(OC)c1OC (stereo not drawn)
→ ·, 8, ·, 5%, ·, ·, 0%
26: COc1ccnc(Oc2ccc(Cl)cc2)c1C#N
→ -20%, ?, 16%, -8%, -5%, 10%, 2%
27: COC(=O)c1ccccc1NC(=O)c1cccnc1
→ -25%, 7, ?, 3%, 0%, -1%, ?
28: CCCCNC(=O)COC(=O)c1cc2c(C)nn(-c3ccccc3)c2s1
→ -6%, 3, -16%, -19%, -5%, -4%, -12%
29: COc1ccc(NC(c2ccc(F)cc2)c2nnc(-c3ccccc3Cl)o2)cc1Cl (stereo not drawn)
→ ·, 9, ·, -4%, ·, ·, 14%
30: O=Cc1ccc(N2CCCC2)o1
→ -12%, ?, 0%, 9%, 6%, -1%, 5%
31: Cc1ccc(S(=O)(=O)Oc2ccc(/C=C3\N=C(c4cccc(C)c4)OC3=O)cc2)cc1
→ -31%, 31, 21%, -3%, 20%, 1%, 2%
32: c1ccc(-c2ccc3c(c2)NC(C2Nc4cc(-c5ccccc5)ccc4O2)O3)cc1 (stereo not drawn)
→ -29%, ?, 0%, -4%, 11%, -1%, -5%
33: Cn1c(=O)c2sccc2n2c(CCCC(=O)Nc3ccc(F)cc3F)nnc12
→ -9%, -29&-3, -18%, 3%&-8%, -26%, -1%, -6%&14%
34: O=C(c1cc(-c2cccs2)on1)N1CCN(C(c2ccccc2)c2ccccc2)CC1
→ -12%, ?, 2.8µM*, -3%, -5%, 0%, 0%
35: Oc1ccc(O)c(/C(=N/Nc2ccccc2)c2ccccc2)c1
→ -46%, ·, ·, ·, ·, -5%, 8%
36: COc1ccc2[nH]c3c(c2c1)CCN1C(=O)C(CC(=O)NCc2cccc(C(F)(F)F)c2)C[C@H](C(=O)N2CCOCC2)[C@@]31C (stereo partly drawn)
→ 150%[activator], -3, ?, 8%, 0%, ·, ·
37: Cc1nc(C)c(C(=O)N/N=C/c2cn(C)c3ccccc23)s1
→ -6%, 16, ?, -3%, 21%, 1%, -11%
38: CC1(C(=O)Nc2ccc3nc[nH]c3c2)CCN1C(=O)c1ccccc1CCc1ccccc1 (stereo not drawn)
→ ·, ?, ·, 5%, -1%, ·, ·
39: O=C(Nc1cccc(Cl)c1)NC1CC2CCC(C1)N2Cc1cccs1 (stereo not drawn)
→ -32%, -13, -3%, 2%, -1%, 7%, 6%
40: CCOC(=O)C(C(=O)OCC)C1CCS(=O)(=O)C1 (stereo not drawn)
→ -12%, -10, -4%, 0%, -8%, 3%, -10%
41: CCCCN(C)CCCNC(=O)Cn1ncc2c3ccccc3n(Cc3cccc(Cl)c3)c2c1=O
→ ·, 13, ·, -1%, ·, ·, -10%
42: COC(=O)[C@H](CCSC)NC(=O)Cn1cc(C)c(=O)[nH]c1=O
→ ·, -19, 0.5µM*, -10%, 10%, ·, ·
43: CC1CC(C)(C)CC2(C1)NC(=O)N(CC(=O)NCC(c1ccco1)N1CCCCC1)C2=O (stereo not drawn)
→ 38%, 7, 1%&7%, -7%, 5%, -1%, ?
44: Cn1nc(C(=O)NNC(=O)COc2ccccc2)c2ccccc2c1=O
→ -12%, -8, 10%, 2%, 4%[11.6 µM], 5%, -1%
45: CCCNC(=O)c1c(N)n(-c2ccc(S(N)(=O)=O)cc2)c2nc3ccccc3nc12
→ 3%, -21, 17%, -1%, 8%, 1%, -1%
46: COc1ccccc1NC(=O)C1=C(C)NC(=O)NC1c1ccc(C)cc1 (stereo not drawn)
→ -21%, 52, -8%, 2%, 5%, 0%, ?
47: CC(C)C(C)NC(=O)CN1C(=O)NC2(CCCCCC2)C1=O (stereo not drawn)
→ -5%, -28, 17%, 3%, 0%, 1%, 7%
48: CCOC(=O)c1c(-c2ccc(OC)cc2)oc2cc(Br)c(O)cc12
→ -36%, ?, ?, -3%, 11%, 6%, -17%
49: Cc1cc2nc(-c3ccc(SCc4ccccc4C#N)nc3)[nH]c2cc1C
→ -39%, 5, ?, 0%, 11%, -4%, -5%
50: CCCNC(=O)C1(C)CCCN(Cc2ccc3ccccc3c2)C1 (stereo not drawn)
→ ·, 62, ·, 1%, -3%, ·, ·
51: Cc1ccc2nc(SCC(=O)N3CCCC3)nc(=O)n2c1
→ 104%[activator], 6, 25%, 2%, 14%, ·, ?

In the list so far, ten contain an aryl methoxy group:
Below each compound – AmpC inh no detg, HCMV inh, HCV inh, Tb PYK inh, AMA1 RON2 block, LmPK inh, AmpC detergent
1: COc1ccc(-c2csc(CCn3nc(C)cc3C)n2)cc1OC
→ 16%, 83, -7%, 4%, 13%, 0%, 1%
6: COc1ccccc1N(CC(=O)Nc1ccc(S(=O)(=O)N2CCCCC2)cc1)S(C)(=O)=O
→ 41%, -18, -3%, 1%, -7%, 4%, ?
16: COc1ccc([C@@H]2[C@@H]3C(=O)N(C(C)(C)C)C(=O)[C@@H]3[C@]3(Cc4ccccc4)C(=O)N(c4ccc(C)cc4)C(=O)N23)cc1
→ 92%[activator], -23, -10%, 0%, 0%, ·, -3%
23: COc1cc(C(=O)NCc2nnc(SCC(=O)Nc3nccs3)o2)cc(OC)c1OC
→ -17%, 97, 16%, -11%, 29%, 12%, ?
25: COc1cc(C2c3c(oc4ccccc4c3=O)C(=O)N2c2ccccn2)cc(OC)c1OC (stereo not drawn)
→ ·, 8, ·, 5%, ·, ·, 0%
26: COc1ccnc(Oc2ccc(Cl)cc2)c1C#N
→ -20%, ?, 16%, -8%, -5%, 10%, 2%
29: COc1ccc(NC(c2ccc(F)cc2)c2nnc(-c3ccccc3Cl)o2)cc1Cl (stereo not drawn)
→ ·, 9, ·, -4%, ·, ·, 14%
36: COc1ccc2[nH]c3c(c2c1)CCN1C(=O)C(CC(=O)NCc2cccc(C(F)(F)F)c2)C[C@H](C(=O)N2CCOCC2)[C@@]31C (stereo partly drawn)
→ 150%[activator], -3, ?, 8%, 0%, ·, ·
46: COc1ccccc1NC(=O)C1=C(C)NC(=O)NC1c1ccc(C)cc1 (stereo not drawn)
→ -21%, 52, -8%, 2%, 5%, 0%, ?
48: CCOC(=O)c1c(-c2ccc(OC)cc2)oc2cc(Br)c(O)cc12
→ -36%, ?, ?, -3%, 11%, 6%, -17%
